M5 ag = CHRM5 agonism in calcium assay; 0.19% of 360,000 active; activation, % at 3 µM; CHO-K1 hM5 cells, Fluo-8 calcium fluorescence; 0% DMSO wells, 100% maximal acetylcholine response;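 active means activation above the run's mean over test compounds plus 3 SD, cut at about 23% in these data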;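 further: signal is peak over basal fluorescence ratio across the kinetic read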
CHRM4 PAM = positive allosteric modulators of human muscarinic M4 receptor; CHO-K1 hM4/Gqi5, Fluo-8 calcium fluorescence, ACh EC20; 0% = ACh EC20, 100% = maximal ACh; activation, % at 3 µM; 0.4% of 360,000 active; AID 624126;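 active means activation above its plate's cutoff, the mean activation of sample wells plus 3 SD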; further: some results filed as inactive read as strong as hits
Target sequence (P08173 whole entry, looked up): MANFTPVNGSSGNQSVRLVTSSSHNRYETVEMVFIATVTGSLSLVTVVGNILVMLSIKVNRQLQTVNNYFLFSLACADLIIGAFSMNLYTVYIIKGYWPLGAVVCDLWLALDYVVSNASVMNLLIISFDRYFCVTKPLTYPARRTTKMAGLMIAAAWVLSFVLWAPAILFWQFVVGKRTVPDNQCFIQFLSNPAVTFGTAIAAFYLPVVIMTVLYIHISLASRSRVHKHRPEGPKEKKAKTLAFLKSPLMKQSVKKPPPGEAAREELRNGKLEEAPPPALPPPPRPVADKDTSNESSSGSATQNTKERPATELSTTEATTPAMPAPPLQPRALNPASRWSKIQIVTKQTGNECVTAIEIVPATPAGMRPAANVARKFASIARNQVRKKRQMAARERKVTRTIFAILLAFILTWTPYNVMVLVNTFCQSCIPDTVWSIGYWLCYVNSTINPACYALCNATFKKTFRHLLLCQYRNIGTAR
TAAR1 antagonist = human TAAR1 antagonism. CHO RD-HGA16 TAAR1, Fluo-8 calcium fluorescence, antagonist. inhibition, % at 3 µM. 1.5% of 360,000 active. AID 624466;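 active means inhibition above a per-plate cutoff, the mean inhibition of test compounds on that plate plus 3 SD, cut at about 49% in these data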;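 further: 0% = DMSO plus EC80 beta-PEA response and 100% = DMSO alone without agonist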
Target sequence (Q96RJ0 whole entry, looked up): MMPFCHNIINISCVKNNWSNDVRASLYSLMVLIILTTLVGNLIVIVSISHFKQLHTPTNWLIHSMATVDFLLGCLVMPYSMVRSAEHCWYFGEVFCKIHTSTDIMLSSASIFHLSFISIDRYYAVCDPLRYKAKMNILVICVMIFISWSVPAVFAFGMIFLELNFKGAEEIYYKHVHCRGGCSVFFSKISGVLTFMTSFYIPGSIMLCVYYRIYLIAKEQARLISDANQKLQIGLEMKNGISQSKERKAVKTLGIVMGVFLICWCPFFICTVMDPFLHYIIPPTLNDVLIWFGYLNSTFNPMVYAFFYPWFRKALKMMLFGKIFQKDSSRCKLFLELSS
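Material: CHO RD-HGA16 cells bearing hTAAR1; compound dosing: one-point dosing, 3 µM nominal final; schedule: dye loading 75 min at 37 °C, then 30 min room temperature; measured by: calcium fluorescence with Fluo-8; control set: vehicle and agonist controls; replication: n of 1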
TAAR1 ag = agonists of human TAAR1 | Q96RJ0 | CHO RD-HGA16 TAAR1, Fluo-8 calcium fluorescence; vehicle wells 0%, saturating PEA agonist 100% | activation, % at 3 µM | 0.99% of 360,000 active | AID 624467;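 active means activation above the mean activation of all test compounds in the run plus 3 SD, cut at about 38% in these data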
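Benchmarks: low control DMSO, high control PEA (EC100); System: CHO RD-HGA16 cells carrying human TAAR1 plus Gα16; Detection: Fluo-8 fluorescence, 5 s baseline then 140 s kinetic read; Schedule: 17-24 h plating, Fluo-8 75 min 37 °C, 30 min RT; Read-out basis: % activation from peak over basal fluorescence ratio, DMSO-to-PEA scaled.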
CHRM5 PAM = potentiates acetylcholine response at human M5 receptor; P08912; CHO-K1 hM5, Fluo-8 calcium, ACh EC20 PAM; 0% = ACh EC20, 100% = ACh EC100; activation, % at 3 µM; 0.3% of 360,000 active;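 active means activation above the run cutoff, the mean activation of all test compounds plus 3 SD, cut at about 18% in these data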
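Assay system: CHO-K1 hM5 cells / Incubation: Fluo-8 loading 80 min at 37 °C plus 30 min room temperature / Technique: Fluo-8 calcium dye fluorescence, kinetic read / Repeats: single replicate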
M5 antag = CHRM5 antagonism in calcium assay; P08912; CHO-hM5 cells, Fluo-8 calcium fluorescence, ACh EC80; inhibition, % at 3 µM; 0.59% of 360,000 active;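 active means inhibition above a per-plate cutoff, the mean of that plate's test compounds plus 3 SD, cut at about 27% in these data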;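 further: 0% = acetylcholine EC80 with DMSO and 100% = DMSO without agonist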
CRFBP-R2 agonist = CRF-BP/CRF-R2 complex agonism; HEK293 CRF-R2/CRF-BP, calcium dye fluorescence (FLIPR); percent of saturating CRF peptide response; activation, % at 13.2 µM; AID 588473; 0.46% of 350,000 active;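 active means activation of at least 50%, plus an integration ratio under a set limit after plate pattern correction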;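 further: plate controls were neutral control wells without compound for no effect and CRF at EC100 for full effect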
M1 PAM parental = M1 PAM counterscreen hit in parental CHO-K1 cells | activation, % at 3 µM | 0.02% of 360,000 active | ATP EC20, Fluo-8 calcium fluorescence; 0% at ATP EC20, 100% at ATP max | AID 602247;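 active means activation above the run cutoff, the mean activation of all test compounds plus 3 SD, cut at about 40% in these data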;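 further: peak over basal fluorescence ratio in a 140 s read after ATP addition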
CRFR2-BP antag = CRF-BP/CRF-R2 complex antagonism; 0.59% of 350,000 active; HEK293 CRF-R2/CRF-BP, CRF-induced calcium fluorescence; inhibition, % at 11.8 µM;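 active means inhibition of the ligand-induced calcium signal above about 50% at the single tested concentration, limit read from the data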
* hit, by the source's call; / = not tested or not shown.

entry | mol | M5 ag | CHRM4 PAM | TAAR1 antagonist | TAAR1 ag | CHRM5 PAM
1 | COc1cc(S(=O)(=O)N2CCOCC2)ccc1NC(=O)CSc1n[nH]c(=O)[nH]c1=O | 0.7 | -6.0 | 3.6 | 7.1 | -2.7
2 | COc1cc(OC)c(C2SCCCS2)cc1OC | -1.7 | -0.6 | -31.9 | 0.4 | -3.0
3 | CCCN1CCN(C(=O)CN2C(=O)CC(C)(C)S(=O)(=O)c3ccccc32)CC1 | 1.9 | 0.9 | -2.9 | 7.5 | -4.7
4 | NC(=O)CC[C@@H]1NC(=O)[C@@H]2CCCN2C(=O)c2cc([N+](=O)[O-])cc(I)c2NCCC[C@@H](C(N)=O)NC1=O | / | / | 1.4 | 5.3 | /
5 | COc1ccc(-c2nnc(SC3CCOC3=O)n2C2CCCCC2)cc1OC (centres undefined) | 2.7 | 2.7 | 5.5 | 9.4 | -1.6
6 | COc1cc(SC)ccc1C(=O)NCCOc1ccc(Cl)cc1 | -4.8 | 0.3 | -0.2 | 6.8 | -1.5
7 | CCn1c(SCC(=O)OCc2ccccc2)nc2c1c(=O)n(C)c(=O)n2C | 3.1 | -1.6 | 9.1 | 5.2 | -3.8
8 | Cc1nonc1NC(=O)CSc1nnc(-c2ccoc2C)n1C | -3.8 | -4.9 | -17.6 | 2.3 | 15.1
9 | CCOC(=O)C1=C(COC(=O)CCOc2cc(C)ccc2C)NC(=O)NC1C (centres undefined) | 1.3 | 4.1 | 14.8 | 3.8 | -1.9
10 | O=C(NCCC(=O)N1CCCCC1)c1ccccc1Cl | -2.5 | -3.4 | -6.1 | 0.8 | -2.4
11 | COC(=O)CSc1nc(-c2ccccc2)nc2ccc(F)cc12 | 1.9 | 9.0 | -7.5 | 8.8 | 2.6
12 | CSc1ncccc1C(=O)Nc1cccc(S(=O)(=O)N2CCCCCC2)c1 | -3.6 | 0.0 | 18.1 | 1.4 | -12.2

entry | M5 antag | CRFBP-R2 agonist | M1 PAM parental | CRFR2-BP antag
1 | 2.0 | -1.9 | 5.6 | 3.1
2 | 2.7 | 0.7 | 9.2 | 28.8
3 | 14.5 | -1.4 | -3.4 | 11.0
4 | / | -0.4 | / | 3.5
5 | -1.7 | -1.4 | 14.7 | 12.4
6 | -4.2 | 0.8 | 23.9 | 10.5
7 | 0.8 | -1.1 | -11.3 | -5.9
8 | -6.8 | -0.7 | -3.2 | 3.7
9 | 0.8 | -1.3 | 6.3 | -5.9
10 | -0.8 | 0.2 | -3.8 | 6.3
11 | 1.9 | 1.3 | -6.4 | 10.4
12 | 6.1 | -0.6 | 4.1 | 3.5

4 compounds picked at random from those above:
entry | mol | M5 ag | CHRM4 PAM | TAAR1 antagonist | TAAR1 ag | CHRM5 PAM
11 | COC(=O)CSc1nc(-c2ccccc2)nc2ccc(F)cc12 | 1.9 | 9.0 | -7.5 | 8.8 | 2.6
1 | COc1cc(S(=O)(=O)N2CCOCC2)ccc1NC(=O)CSc1n[nH]c(=O)[nH]c1=O | 0.7 | -6.0 | 3.6 | 7.1 | -2.7
2 | COc1cc(OC)c(C2SCCCS2)cc1OC | -1.7 | -0.6 | -31.9 | 0.4 | -3.0
4 | NC(=O)CC[C@@H]1NC(=O)[C@@H]2CCCN2C(=O)c2cc([N+](=O)[O-])cc(I)c2NCCC[C@@H](C(N)=O)NC1=O | / | / | 1.4 | 5.3 | /

entry | M5 antag | CRFBP-R2 agonist | M1 PAM parental | CRFR2-BP antag
11 | 1.9 | 1.3 | -6.4 | 10.4
1 | 2.0 | -1.9 | 5.6 | 3.1
2 | 2.7 | 0.7 | 9.2 | 28.8
4 | / | -0.4 | / | 3.5

New compounds follow.
entry | mol | M5 ag | CHRM4 PAM | TAAR1 antagonist | TAAR1 ag | CHRM5 PAM
13 | CCCC(=O)c1ccc(-c2ccccc2)cc1 | -1.1 | 7.3 | -10.0 | 8.5 | -2.4
14 | S=C(c1c[nH]c2ccccc12)N1CCOCC1 | -2.4 | 0.3 | -0.3 | 9.8 | 11.0
15 | CC(=O)c1ccc(NC(=S)NC(=O)/C=C/c2ccccc2)cc1 | -2.5 | 1.3 | -17.4 | 1.1 | -1.0
16 | CCCOc1ccc(N2C(=O)CC(N3CCC(c4nncn4CC)CC3)C2=O)cc1 (centres undefined) | -1.4 | 4.3 | 6.4 | 3.9 | 4.9
17 | Cc1cc(C)c(NC(=O)CS(=O)CC(=O)Nc2ccc(-n3cnnn3)c(C)c2)c(C)c1 (centres undefined) | -1.9 | -1.1 | -8.9 | 4.6 | 0.2
18 | O=C(CSc1ccccc1)N1CCN(S(=O)(=O)c2ccccc2F)CC1 | -0.8 | 0.0 | 1.1 | 1.6 | 7.9
19 | CCn1cc(Br)c(C(=O)N(C)Cc2ccccc2)n1 | 0.3 | 5.9 | -8.5 | 5.7 | 3.4
20 | NCC(=O)NCC(=O)NC1(C(=O)O)CCCC1 | 2.5 | 5.2 | -26.0 | 2.0 | -5.0
21 | CS(=O)(=O)Nc1cccc(NC(=O)c2cccc3c(-c4cccc(C(N)=O)c4)coc23)c1 | 2.0 | -9.6 | 65.8* | 8.4 | -13.6
22 | CC(C)(C)OC(=O)N[C@@H](Cc1ccccc1)C(=O)N1CCC(C(=O)N[C@@H](Cc2c[nH]c3ccccc23)C(=O)O)CC1 | -2.5 | -3.4 | 0.4 | 2.1 | 0.5
23 | CC(=O)NC(c1cccc(F)c1)c1nc(-c2csc3ccccc23)cs1 (centres undefined) | -1.4 | -2.5 | -36.6 | 7.7 | -4.6
24 | CCCCC[C@@H]1CCCCC[C@H](O)C[C@H](O)[C@@H](O)/C=C/C(=O)O1 | 3.6 | 5.3 | -13.8 | -0.2 | 4.6

entry | M5 antag | CRFBP-R2 agonist | M1 PAM parental | CRFR2-BP antag
13 | 7.8 | 0.5 | 2.8 | -1.1
14 | -7.8 | -2.2 | 4.7 | -4.8
15 | 0.3 | 0.5 | 12.6 | -0.4
16 | -1.5 | 7.5 | 7.4 | 14.6
17 | 12.5 | -0.7 | 10.9 | -4.2
18 | -1.9 | 0.4 | -1.4 | -6.2
19 | -16.4 | -1.8 | 11.4 | 2.1
20 | 16.2 | -3.0 | 20.6 | -6.5
21 | 16.8 | / | 6.7 | /
22 | -6.5 | -0.9 | -21.4 | 3.0
23 | 0.7 | / | 6.4 | /
24 | -1.9 | / | 19.0 | /

Further entries
entry | mol | M5 ag | CHRM4 PAM | TAAR1 antagonist | TAAR1 ag | CHRM5 PAM
25 | CC(=O)NCC(=O)N1CCC(n2nccc2NC(=O)CCCc2ccccc2)CC1 | -2.6 | -0.1 | -15.4 | 2.0 | -3.3
26 | CCCCC(O)(CCCC)C(=O)NNc1ccccc1 | -3.2 | 4.0 | -4.1 | 1.3 | -3.9
27 | CCOc1ccc(NC(=O)Nc2cc(C)ccc2F)cc1 | -1.3 | 5.4 | 5.5 | 2.9 | -2.6
28 | COc1ccc(N(C)S(=O)(=O)c2c(C)noc2C)c(OC)c1 | 2.4 | -3.9 | 0.5 | 2.6 | 9.0
29 | CC(=O)Nc1ccc(NC(=O)COC(=O)c2ccco2)cc1 | 1.9 | 3.6 | 20.7 | 1.3 | 0.5
30 | CCOC(=O)C1=CN(c2cccc(F)c2)C=C(C(=O)OCC)C1c1cc(OC)c(O)c([N+](=O)[O-])c1 | 0.5 | -5.5 | -26.4 | -5.8 | -1.1
31 | COc1ccc(CNC(=O)COC(=O)c2cc3ccccc3cc2O)cc1OC | 4.6 | -5.4 | 29.3 | 26.6 | -9.7
32 | CC(=O)Nc1cccc(Nc2ccc(C#N)cc2)c1 | 0.8 | -5.8 | 5.2 | 4.7 | -7.7
33 | CCCCC(=O)Nc1ccccc1C(=O)OCC(=O)c1ccc2c(c1)OCCO2 | -0.2 | 15.2 | 2.0 | 4.3 | 0.3
34 | O=C(Nc1ccccc1C(=O)O)c1ccc2c(c1)C(=O)N(c1cccc([N+](=O)[O-])c1)C2=O | -2.5 | -0.9 | -24.9 | 12.8 | 2.5
35 | CC1(C(=O)Nc2ccc(Cl)c(Cl)c2)CCN1C(=O)CC1CCCC1 (centres undefined) | -2.9 | -3.5 | -8.3 | 2.2 | -5.6
36 | O=C(c1snnc1-c1ccccc1)N1CCOCC1 | -0.6 | 2.4 | -2.1 | 3.7 | 2.2

entry | M5 antag | CRFBP-R2 agonist | M1 PAM parental | CRFR2-BP antag
25 | -1.9 | 0.4 | 11.1 | -2.8
26 | 4.4 | -3.5 | 5.5 | 24.2
27 | -0.8 | -2.4 | 11.5 | 66.4*
28 | -12.7 | -2.0 | 25.4 | -24.5
29 | 12.0 | 1.5 | 19.9 | -3.2
30 | 5.6 | 0.0 | 17.5 | 29.4
31 | 7.8 | -3.3 | 3.6 | 15.2
32 | 2.7 | / | 14.8 | /
33 | -2.7 | 5.2 | -11.3 | 14.0
34 | 5.9 | -1.4 | 9.9 | 18.6
35 | -0.4 | / | 1.5 | /
36 | 5.2 | -1.2 | 6.9 | 6.8

Next results
entry | mol | M5 ag | CHRM4 PAM | TAAR1 antagonist | TAAR1 ag | CHRM5 PAM
37 | CC(=O)NC(CC(=O)NNC(=O)C(C)Oc1ccccc1F)c1ccccc1 (centres undefined) | 2.5 | 1.9 | -18.5 | 3.0 | -4.9
38 | Cc1ccc(S(=O)(=O)N(C)C)cc1-n1c(SCC(=O)Nc2ccccc2)nc2ccccc2c1=O | 3.0 | -3.1 | 9.7 | 2.1 | 0.6
39 | CCOC(=O)[C@]12CCC=C1N(Cc1ccc(Cl)cc1Cl)C(=O)[C@H](CC(=O)NCc1ccc(OC)c(OC)c1)C2 | -2.1 | -1.2 | -0.2 | 0.7 | -7.5
40 | O=C(Nc1ccc(Cc2ccc(NC(=O)N3CCOCC3)cc2)cc1)N1CCOCC1 | 2.2 | 7.4 | -6.0 | 9.1 | -0.1
41 | Cc1ccc(CN2CCN(C3CSCCSC3)CC2CCO)cc1 (centres undefined) | -6.9 | 3.3 | -6.1 | 1.1 | 2.1
42 | O=C1N(Cc2cccc(Cl)c2)C[C@@H]2C[C@@H](c3cccc4ncccc34)N3CCC[C@@]123 | -4.1 | -3.5 | -2.9 | 7.0 | 3.0
43 | COc1ccc2[nH]c(=O)c(CN(C(=O)C3CCCO3)c3ccc(C)c(C)c3)cc2c1 (centres undefined) | 0.2 | 12.7 | 10.9 | 3.9 | 4.2
44 | CC1CCCC(C)N1C(=O)c1cccc2c1-c1ccccc1/C2=N/O (centres undefined) | -1.0 | 13.7 | 12.7 | 19.0 | 4.3
45 | Cc1ccc(S(=O)(=O)N2[C@H](CC(=O)c3ccc(Cl)c(Cl)c3)OC[C@@H]2C)cc1 | -0.6 | -11.5 | -3.0 | -2.4 | -10.3

entry | M5 antag | CRFBP-R2 agonist | M1 PAM parental | CRFR2-BP antag
37 | 8.7 | -1.2 | 14.4 | -1.9
38 | -0.7 | 1.6 | -0.2 | -4.3
39 | 5.0 | / | 13.1 | /
40 | -3.1 | 1.9 | 21.2 | 2.5
41 | 3.2 | -1.3 | 18.3 | -7.1
42 | 2.3 | 0.5 | 14.7 | -14.2
43 | -6.4 | 0.8 | 14.6 | -23.1
44 | -3.5 | -2.6 | 15.4 | -10.6
45 | 22.8 | / | / | /
